JMJD2E inh: qHTS Assay for Inhibitors of Human Jumonji Domain Containing 2E (JMJD2E); JMJD2E catalytic domain, FDH-coupled NADH fluorescence (FDH is formaldehyde dehydrogenase); AID 2147, 2009; actives 1.6% (n = 230,000); Lysine-specific demethylase 4E (Homo sapiens), B2RXH2; Potency, µM (titrated, usually from 57.1 µM), for inactives: at the highest dose activity change, negative = inhibition, most hits filed as inhibitors; active = well fitted inhibition curve with a large enough effect, not every such curve was filed as active; inconclusive = small, poorly fitted or top-dose-only effect, or another doubt; inactive = no such curve, though single readings can be large or run the other way;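 also: 0% = wells with enzyme and -100% = buffer wells without enzyme; nearly all actives have a fitted effect of over 50% in size; many of its hits are not listed in these tables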
SMN2 splice up: qHTS Assay for Enhancers of SMN2 Splice Variant Expression; HEK293 SMN2-luciferase splicing reporter, luminescence, 30-36 h; Potency, µM (highest dose often 46.1 µM), without a hit: at the highest dose activity change, positive = activation, usual class: activators; actives 2.8% (n = 210,000); AID 1458, 2008; also: % of control where 0% means no effect; nearly all actives have a fitted effect of over 55% in size
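qHTS luciferase splicing reporter: luminescence rises when SMN2 exon 7 is included in transfected HEK293 cells. Compound exposure lasted 30-36 h at 37C, with 4.5 mM final sodium butyrate as control, followed by a ONE-Glo read.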
LMNA splice mod: qHTS Assay for Modulators of Lamin A Splicing; HeLa LMNA splicing GFP/RFP minigene ratio, 48 h; Potency, µM (series often up to 46.1 µM), for the others: at the highest dose ratio change, negative = inhibition, most hits filed as inhibitors; actives 0.01% (n = 200,000); AID 1487, 2009; active = well fitted inhibition curve with a large enough effect in the signal ratio, with a control signal flat, not every such curve was filed as active; inconclusive = small, poorly fitted or top-dose-only effect, or effect the other way, or a change in a side signal; the % refers to the signal ratio; also: % is scaled to controls: 0 for no effect and ±100 for the full control effect
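S3 HeLa cells stably expressing lamin A-EGFP splicing minigene plus DsRed2, 600 cells/well, 48 h compound exposure at 37C. Laser-scanning cytometry; analysed as GFP (500-530 nm)/RFP (575-640 nm) total intensity ratio; 0.5% DMSO vehicle.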
TRb-SRC2 inh: qHTS for Inhibitors of the Interaction of Thyroid Hormone Receptor and Steroid Receptor Coregulator 2. Potency, µM (series often up to 106 µM), without a hit: top-dose activity change, negative = inhibition, actives largely listed as inhibitors. Thyroid hormone receptor beta (Homo sapiens), P10828. actives 0.065% (n = 280,000). TRbeta-SRC2 peptide binding, fluorescence polarization; receptor liganded with 1 µM T3;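 also: plate controls were bound peptide for no effect and peptide without receptor for full effect; nearly all actives have a fitted effect of over 50% in size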
Target sequence (P10828 whole entry, looked up): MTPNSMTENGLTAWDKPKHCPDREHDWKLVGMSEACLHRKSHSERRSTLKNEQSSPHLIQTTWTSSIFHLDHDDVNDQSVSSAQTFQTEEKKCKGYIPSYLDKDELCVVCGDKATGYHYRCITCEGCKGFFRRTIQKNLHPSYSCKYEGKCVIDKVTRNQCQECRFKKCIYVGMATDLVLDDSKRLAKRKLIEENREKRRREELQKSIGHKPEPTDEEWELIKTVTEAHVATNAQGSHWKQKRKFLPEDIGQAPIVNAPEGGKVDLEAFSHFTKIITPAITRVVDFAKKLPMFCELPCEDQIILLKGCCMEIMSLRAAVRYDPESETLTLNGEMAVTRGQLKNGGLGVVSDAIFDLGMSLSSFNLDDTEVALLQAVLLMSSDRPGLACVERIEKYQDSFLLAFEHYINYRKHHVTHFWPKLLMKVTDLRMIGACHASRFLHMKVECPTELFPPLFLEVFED
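A fluorescence polarization screen tested compounds at multiple concentrations against complex formation between 0.6 uM TRb ligand-binding domain and 20 nM Texas Red SRC2 peptide, with 1 uM T3 present; readout after 5 hr.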
RECQ1 helicase: qHTS Assay for Inhibitors of RecQ-Like Dna Helicase 1 (RECQ1) | actives 0.54% (n = 240,000) | Potency, µM (series often up to 57.3 µM), without a hit: at the highest dose activity, negative = inhibition, actives largely listed as inhibitors | RECQ1 DNA unwinding, red fluorescence kinetic read;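 also: plate controls were vehicle for no effect and no enzyme for full effect; nearly all actives have a fitted effect of over 30% in size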
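RECQ1T1 50 nM; forked duplex (20 bp + 30-nt ss tails) 200 nM, ATP 2 mM final; pH 8.0, 2 mM MgCl2, 2.5 ug/ml poly(dI-dC); 15 min compound preincubation; discontinuous kinetic read over 2 h at RT.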
RGS12 GoLoco inh: qHTS Assay for Inhibitors of RGS12 GoLoco Motif Activity (Red Fluorophore). Gai1:RGS12 GoLoco peptide FP, rhodamine, 10 min. Guanine nucleotide-binding protein G(i) subunit alpha-1 (Homo sapiens), P63096. actives 0.44% (n = 230,000). Potency, µM (doses to about 61.6 µM), for the others: top-dose activity, negative = inhibition, actives largely listed as inhibitors; active = well fitted inhibition curve with a large enough effect, not every such curve was filed as active; inactive = no such curve, though single readings can be large or run the other way; also: % is scaled to controls: 0 for no effect and ±100 for the full control effect; nearly all actives have a fitted effect of over 30% in size; many of its hits are not listed in these tables
Target sequence (P63096 whole entry, looked up): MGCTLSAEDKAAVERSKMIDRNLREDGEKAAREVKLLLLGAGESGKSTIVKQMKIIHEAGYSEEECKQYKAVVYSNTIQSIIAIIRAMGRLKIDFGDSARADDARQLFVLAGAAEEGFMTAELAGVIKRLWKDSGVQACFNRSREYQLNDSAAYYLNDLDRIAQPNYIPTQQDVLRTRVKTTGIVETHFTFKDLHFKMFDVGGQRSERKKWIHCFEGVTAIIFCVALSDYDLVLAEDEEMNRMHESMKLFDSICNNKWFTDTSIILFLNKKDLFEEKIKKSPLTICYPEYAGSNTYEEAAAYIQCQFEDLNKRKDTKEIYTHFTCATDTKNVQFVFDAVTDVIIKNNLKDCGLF
TR SRC2 fluor cs: Total Fluorescence Counterscreen for Inhibitors of the Interaction of Thyroid Hormone Receptor and Steroid Receptor Coregulator 2. actives 0.29% (n = 280,000). AID 1479, 2009. Potency, µM (top dose mostly 106 µM), for the others: at the highest dose fluorescence change, negative = quenching. TRb/SRC2 Texas Red total fluorescence interference; active = well fitted curve in either direction with a large enough effect; inconclusive = small, poorly fitted or top-dose-only effect; also: % is scaled to controls: 0 for no effect and ±100 for the full control effect
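Human TRβ ligand-binding domain (0.6 uM) and Texas Red SRC2 peptide (20 nM) in Tris buffer with 1 uM T3 and 5% DMSO were incubated with pinned compound for 5 hr at ambient temperature. Total fluorescence was computed as S + 2P (555/632 nm).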
ALDH1A1 inh: qHTS Assay for Inhibitors of Aldehyde Dehydrogenase 1 (ALDH1A1) | Aldehyde dehydrogenase 1A1 (Homo sapiens), P00352 | AID 1030, 2008 | Purified ALDH1A1, NADH fluorescence, propionaldehyde substrate | Potency, µM (series often up to 75.3 µM), without a hit: at the top dose activity, negative = inhibition, usual class: inhibitors | actives 7.3% (n = 220,000); active = well fitted inhibition curve with a large enough effect, not every such curve was filed as active; inconclusive = small, poorly fitted or top-dose-only effect, or another doubt; inactive = no such curve, though single readings can be large or run the other way;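 also: plate controls were no enzyme wells and a reference inhibitor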
An asterisk follows results filed as active; i = inactive; ? = inconclusive; nt = not tested or not shown; & = joins results of further samples; [ ] = remark or other dose. Unless noted, calls follow the shape of the dose curve; as a rule, active = well fitted curve in the direction sought with a large enough effect; inconclusive = small, poorly fitted or top-dose-only effect, or another doubt; inactive = no such curve, though single readings can be large; an effect the other way counts as inactive or inconclusive. Potency is read from the fitted curve at half-maximal effect.

SMILES	JMJD2E inh	SMN2 splice up	LMNA splice mod	TRb-SRC2 inh	RECQ1 helicase	RGS12 GoLoco inh	TR SRC2 fluor cs	ALDH1A1 inh
N#Cc1c(NC(=O)CSc2nc3ccccc3s2)sc2c1CCCC2	-8%	-9%	?	2%	-7%	22%	-4%	?
Oc1ccccc1C1N=C(c2ccccc2)NC(c2ccccc2)=N1	-15%	-4%	0%	3%	i	7%	-3%	-8%
CCCCNC(=O)Nc1c(C)cc(SC#N)cc1C	4%	2%	-16%[46 µM]	-13%	-14%	5%	0%	0.56µM*
Cc1ccccc1C(=O)NC1CCS(=O)(=O)C1 (configuration not stated)	-12%	-17%	-6%	2%	4%	6%	-2%	1%
Nc1nn(-c2ccccc2)c(N)c1N=Nc1ccc2c(c1)OCO2	-3%	6.3µM*	?	-2%	-9%	6%	-2%	4%
O=C(Nc1ccccc1C(=O)O)c1cccc(NC(=O)c2ccc(Br)o2)c1	7%	4%	-1%	3%	4%	-7%	-6%	?
Cc1ccc(-c2cc(C(=O)N3CCCc4ccccc43)no2)cc1	-2%	?	?	1%	i	-5%	-1%	?
CC(=O)N1N=C(c2ccc3ccccc3c2)OC12CCCC2	?	nt	?	-1%	i	3%	-10%	?
CC/C(=N\NC(=S)Nc1cccc(C)c1)c1ccccc1	4%	?	nt	10%	i	10%	-2%	-3%
CC(C)Nc1nc(NC(C)C)nc(N(C)n2cnnc2)n1	0%	nt	5%	3%	-3%	nt	-1%	-5%
COc1ccc(C2=NC(C(F)(F)F)(C(F)(F)F)c3c(n(C)c(=O)n(C)c3=O)N2)cc1	?	-12%	11%	-1%	-17%	11%	-5%	-7%
CC(=O)c1ccc(NC(=O)c2ccn[nH]2)cc1	0%	11µM*	-11%	-20%	-3%	7%	-2%	0%
C=CCn1cc(C(=O)NCC2CCCO2)c(=O)c2cc(S(=O)(=O)N3CCCCCC3)ccc21 (configuration not stated)	-11%	-15%	6%	-15%	-4%	7%	-2%	13µM*
CC(=O)Nc1ccc(NC(=O)c2cc(-n3cnnc3)ccc2Cl)cc1	6%	-6%	2%[46 µM]	-1%	i	4%	-1%	7%
O=C(CCNc1n[nH]c(=O)[nH]c1=O)N/N=C/c1ccc(Cl)cc1	10%	3%	nt	8%	i	11%	0%	4%
Nc1nnc(CCCCc2cccs2)o1	-3%	nt	8%	5%	-8%	nt	-1%	8%
O=C(O)C1CCCCC1C(=O)Nc1ccccc1Cl (configuration not stated)	2%	-14%	-3%	0%	4%	6%	1%	2%
CC(NC(=O)Cn1c(NCCO)nc2ccccc21)C1CC2CCC1C2 (configuration not stated)	5%	-5%	nt	-3%	-13%	1%	-1%	4%
CCOc1ccc(CONS(=O)(=O)c2ccc(NC(C)=O)cc2)cc1Cl	1%	-26%	?	-4%	i	-5%	-3%	7%
CC1(C)C[C@@H]2C[C@@](C)(CN2C(=O)c2ccccc2)C1	-2%	nt	nt	2%	-6%	4%	-1%	nt
COc1ccc2c(c1)C(=O)[C@H](OC(=O)NS(=O)(=O)c1ccc(C)cc1)[C@@H](c1ccc(OC)c(Br)c1)O2	-12%	-7%	nt	8%	-4%	2%	1%	?
Cc1cc(C)n(/N=C/c2cc([N+](=O)[O-])ccc2O)c(=O)c1	-12%	-9%	-14%[46 µM]	0%	i	4%	-6%	-8%
O=C1C2C3CCC(C3)C2C(=O)N1CNc1ccc(F)cc1 (configuration not stated)	50%[activator]	-5%	1%	-5%	-3%	4%	-2%	9%
O=[n+]1cc(-c2ccc(F)cc2)n([O-])c2c1CCC2	12%	3%	8%	-4%	-16%	-10%	3%	4%
O=C(Nc1ccc(NC(=O)c2cccs2)cn1)c1ccco1	-9%	nt	?	0%	-5%	nt	-1%	?
Cc1noc(C)c1C(=O)OCC(=O)c1cc(C)n(Cc2ccccc2Cl)c1C	-1%	-21%	?	-2%	-2%	9%	1%	-3%
Cc1[nH]c2ccc(OCc3ccccc3)cc2c1CCN1C(=O)OC(C)(C)C1(C)O (configuration not stated)	-3%	9%	1%	-3%	-9%	-3%	-4%	1%
Cc1ccc(S(=O)(=O)Nc2ccc3ncccc3c2)cc1	2%	-84%[inhibitor]	?	-3%	-2%	-8%	0%	?
CCN(CC)S(=O)(=O)c1ccc(/C=C/C(=O)OCC(=O)Nc2ccc(C(N)=O)cc2)cc1	-6%	12%	-8%[46 µM]	0%	-6%	-4%	-1%	5%
COc1cc(CCCN2C(=S)NC[C@@H]2Cc2ccccc2)cc(OC)c1OC	-2%	nt	nt	3%	i	-16%	0%	-6%

Already shown: seven of the compounds above.
SMILES	JMJD2E inh	SMN2 splice up	LMNA splice mod	TRb-SRC2 inh	RECQ1 helicase	RGS12 GoLoco inh	TR SRC2 fluor cs	ALDH1A1 inh
O=[n+]1cc(-c2ccc(F)cc2)n([O-])c2c1CCC2	12%	3%	8%	-4%	-16%	-10%	3%	4%
O=C(Nc1ccc(NC(=O)c2cccs2)cn1)c1ccco1	-9%	nt	?	0%	-5%	nt	-1%	?
Cc1noc(C)c1C(=O)OCC(=O)c1cc(C)n(Cc2ccccc2Cl)c1C	-1%	-21%	?	-2%	-2%	9%	1%	-3%
Cc1[nH]c2ccc(OCc3ccccc3)cc2c1CCN1C(=O)OC(C)(C)C1(C)O (configuration not stated)	-3%	9%	1%	-3%	-9%	-3%	-4%	1%
Cc1ccc(S(=O)(=O)Nc2ccc3ncccc3c2)cc1	2%	-84%[inhibitor]	?	-3%	-2%	-8%	0%	?
CCN(CC)S(=O)(=O)c1ccc(/C=C/C(=O)OCC(=O)Nc2ccc(C(N)=O)cc2)cc1	-6%	12%	-8%[46 µM]	0%	-6%	-4%	-1%	5%
COc1cc(CCCN2C(=S)NC[C@@H]2Cc2ccccc2)cc(OC)c1OC	-2%	nt	nt	3%	i	-16%	0%	-6%

Returning to the listing, starting two compounds before the break.
SMILES	JMJD2E inh	SMN2 splice up	LMNA splice mod	TRb-SRC2 inh	RECQ1 helicase	RGS12 GoLoco inh	TR SRC2 fluor cs	ALDH1A1 inh
CCN(CC)S(=O)(=O)c1ccc(/C=C/C(=O)OCC(=O)Nc2ccc(C(N)=O)cc2)cc1	-6%	12%	-8%[46 µM]	0%	-6%	-4%	-1%	5%
COc1cc(CCCN2C(=S)NC[C@@H]2Cc2ccccc2)cc(OC)c1OC	-2%	nt	nt	3%	i	-16%	0%	-6%
N#C/C(=C\c1cc2c(cc1Br)OCO2)C(=O)NCC1CCCO1 (configuration not stated)	-29%	nt	nt	-2%	-11%	2%	-3%	nt
CN(C)Cc1ccccc1-c1nc(NCc2ccccc2)c2ccccc2n1	2%	-21%	?	5%	-6%	17%	-2%	-8%
COc1ccc2nc(NC(=O)CSc3nnc(-c4ccoc4C)n3C)sc2c1	1%	?	7%	-13%	7%	-3%	-3%	?
CNC(=O)NC(=O)CSc1nnc(C(F)(F)F)n1C	1%	9%	12%	-3%	-7%	-23%	0%	12%
O=C(O)CCC(=O)NCCc1cccc(Cl)c1	-2%	-9%	nt	-2%	5%	-5%	-3%	?
COc1ccc(CCNC(=O)NC23CC4CC(CC(C4)C2)C3)cc1	-2%	-18%	?	6%	-20%	0%	3%	?
Cc1ccc(C(=O)N2CCCC(c3ccccc3)=N2)cc1	-2%	-4%	5%[46 µM]	4%	i	4%	-2%	-8%
COc1ccc(NC(=O)CSc2nc(C)c3c(c2C#N)CCCC3)cc1	?	-16%	3%	0%	i	-1%	-3%	8%
CCCOc1ccc(-c2nn(-c3ccccc3)cc2/C=C2\SC(N)=NC2=O)cc1C	7%	20%	-7%	1%	-14%	4%	-7%	-7%
Cc1cccc(N2CCN(C(=S)NCc3ccco3)CC2)c1C	-25%	-31%[inhibitor]	?	-1%	-18%	3%	-1%	0%
c1cc2c3c(cccc3c1)NC1(CCCCC1)N2	3.2µM*	-1%	17%	6%	7%	6%	-2%	1%
C=CCn1c(N(C)C)nc2c1c(=O)[nH]c(=O)n2C	11%	nt	nt	7%	1%	3%	-2%	nt
COC(=O)CCc1c(C)nn(-c2ccccc2)c1C	3%	28%	9%	-16%	8%	-10%	3%	-6%
Cc1ccccc1CN(c1ccc(C(=O)N2CCc3ccccc3C2)cc1)S(C)(=O)=O	1%	-29%	7%	0%	-1%	-1%	-2%	12%
Cc1cc(CNC(=O)[C@H]2C[C@@H]2[C@H](NP(=O)(c2ccccc2)c2ccccc2)c2ccccc2)nn1C	2%&2%	-5%&0%	7%	0%&2%	4%&-6%	1%&2%	-1%&-2%	2%&5%
CCOC(=O)Nc1ccc(S(=O)(=O)Nc2nc(C)cc(C)n2)cc1	6%	13%	11%	-7%	i	10%	-4%	6%
O=C(Nc1ccc(Cl)cc1)NC1CCCC1Cc1ccco1 (configuration not stated)	-9%	-97%[inhibitor]	?	-8%	-8%	44%[activator]	4%	13µM*
CN(C(=O)C1CCCO1)c1nnc(-c2cnccn2)s1 (configuration not stated)	?	2%	3%	-1%	1%	7%	-4%	-6%

Looked up above:
LMNA splice mod, `COc1ccc2nc(NC(=O)CSc3nnc(-c4ccoc4C)n3C)sc2c1` is entered as 7%
JMJD2E inh, `COC(=O)CCc1c(C)nn(-c2ccccc2)c1C` is entered as 3%
RGS12 GoLoco inh, `O=C(O)CCC(=O)NCCc1cccc(Cl)c1` is entered as -5%

Compound activity from PubChem.

These rows are one share of the data. The share of hits here may be higher or lower than overall.
